miR122 inh = blocks miR-122 activity in Huh7 sensor cells; activation (reporter increase), % at 12.5 µM; AID 602342; actives 0.3% (n = 340,000); Huh7 miR-122 Renilla luciferase sensor, 48 h; neutral wells = 0, positive control = 100;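 active = mean replicate activation score at least 90 and every replicate individually at or above 90; inconclusive = only one of the two criteria met; inactive = neither criterion met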;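 also: higher luciferase means less miR-122 activity so hits act as miR-122 inhibitors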
F508del corr = correctors of CFTR F508del function in bronchial epithelial cells. CFBE cells, YFP halide quenching; stimulated with forskolin plus potentiator P3; % fluorescence drop versus neutral controls. activity (quench increase), % at 7.58 µM. actives 0.36% (n = 350,000);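 active = mean added fluorescence quench of at least 8% versus neutral control, with both replicates also reaching 8%; inconclusive = only one of the mean or replicate conditions met; inactive = mean below 8% and not both replicates reaching 8%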;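 also: cells transiently co-express mutant CFTR-F508del with the halide-sensitive YFP; corrector assay measuring rescue of mutant channel to the surface after 24 h compound exposure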
ERAP1 inh = blocks human ERAP1 aminopeptidase activity; Q9NZ08; recombinant ERAP1, Leu-AMC fluorescence, 60 min; inhibition, % at 10.7 µM; actives 0.15% (n = 340,000);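 active = mean replicate inhibition of at least 30%, or all replicates individually reaching that 30% level; inactive = mean below 30% and not every replicate reaching it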;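 also: 0% = neutral control wells and 100% = L-leucinethiol positive control wells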
SIRT5 block = inhibitors of human sirtuin-5 desuccinylase | AID 652115 | Purified SirT5, succinyl-peptide AMC, trypsin-coupled fluorescence | inhibition, % at 15 µM | actives 1.1% (n = 330,000) | Q9NXA8; in the data active = inhibition above about 15%; inconclusive = no clear call, values can overlap the other calls
Target sequence (Q9NXA8 whole entry, looked up): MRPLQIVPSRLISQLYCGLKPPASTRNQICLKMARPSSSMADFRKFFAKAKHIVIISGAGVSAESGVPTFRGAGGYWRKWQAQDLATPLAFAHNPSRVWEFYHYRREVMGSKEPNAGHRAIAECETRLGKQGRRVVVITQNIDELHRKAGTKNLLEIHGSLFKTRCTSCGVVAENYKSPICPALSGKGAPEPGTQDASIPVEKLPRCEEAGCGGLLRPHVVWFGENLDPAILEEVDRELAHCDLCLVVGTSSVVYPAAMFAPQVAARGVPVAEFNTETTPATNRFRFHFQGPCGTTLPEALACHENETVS
ERp5 block = blocks human ERp5 reductase activity on insulin; Q15084; ERp5 insulin aggregation, absorbance 650 nm, 90 min; inhibition, % at 9.99 µM; actives 0.05% (n = 350,000); AID 651711;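 active = mean replicate inhibition above about 25%, with every replicate also reaching it, limit read from the data, passing the limit was not always enough; inconclusive = only one of those two criteria met; inactive = neither criterion met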
Target sequence (Q15084 whole entry, looked up): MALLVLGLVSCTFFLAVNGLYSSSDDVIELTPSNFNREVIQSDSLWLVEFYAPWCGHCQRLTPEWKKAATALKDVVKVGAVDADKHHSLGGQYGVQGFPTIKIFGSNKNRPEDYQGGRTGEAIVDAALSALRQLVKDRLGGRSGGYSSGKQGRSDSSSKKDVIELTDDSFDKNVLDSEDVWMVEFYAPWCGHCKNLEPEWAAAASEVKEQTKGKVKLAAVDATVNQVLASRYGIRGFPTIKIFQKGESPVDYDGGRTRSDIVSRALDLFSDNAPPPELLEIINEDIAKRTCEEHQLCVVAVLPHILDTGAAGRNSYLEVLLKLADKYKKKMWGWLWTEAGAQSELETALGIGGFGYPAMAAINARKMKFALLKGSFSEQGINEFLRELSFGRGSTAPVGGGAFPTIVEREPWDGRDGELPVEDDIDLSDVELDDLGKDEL
DENV2 CPE = DENV2-induced cell death inhibition | DENV2-infected cells, cytopathic effect rescue, plate reader | CPE inhibition, % at 9.99 µM | actives 1.7% (n = 350,000) | AID 651640; in the data active = CPE inhibition above about 20%, passing the limit was not always enough; inconclusive = no clear call, values can overlap the other calls; tested in BHK-21 cells;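 also: 0% = median of neutral control wells and 100% = median of positive control wells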
Casp6 inh = inhibitors of human caspase-6; P55212; inhibition, % at 12.5 µM; purified caspase-6, Z-VEID-R110 cleavage fluorescence; actives 0.53% (n = 350,000);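 active = mean inhibition across replicates at least about 35%, with every replicate also reaching that limit, limit read from the data; inconclusive = only one of the two criteria met; inactive = neither criterion met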;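 also: 0% = median of neutral control wells and 100% = no fluorescence left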
Target sequence (P55212 24-179 limits assumed): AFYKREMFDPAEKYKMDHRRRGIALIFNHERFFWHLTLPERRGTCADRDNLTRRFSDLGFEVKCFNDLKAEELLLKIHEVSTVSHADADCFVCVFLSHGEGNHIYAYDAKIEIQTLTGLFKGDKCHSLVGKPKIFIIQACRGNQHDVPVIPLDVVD
Target sequence (P55212 194-293 limits assumed): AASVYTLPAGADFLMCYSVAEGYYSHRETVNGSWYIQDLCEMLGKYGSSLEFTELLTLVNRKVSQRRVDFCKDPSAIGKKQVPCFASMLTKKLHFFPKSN
Active calls of the source: *; ? = inconclusive; nt = not tested or not shown; [ ] = dose if it differs, or a comment.

1) COCC(=O)Nc1ccc2c(c1)C(=O)N(C)C[C@H](OC)[C@H](C)CN(C(=O)COC)[C@H](C)CO2
2) Cc1cccc(C(=O)N(C)c2nnc(-c3ccncc3)s2)c1
3) O=C(c1cnccn1)N1CC(=O)N2[C@@H](CO)[C@H](c3ccc(C4=CCCCC4)cc3)[C@@H]2C1
4) CN(Cc1nc(-c2cnccn2)no1)CC1CCN(Cc2ccccc2)CC1
5) COc1ccc(C(=O)CC(=O)c2ccccc2O)cc1OC
6) Cc1cc(S(=O)(=O)N2CCCOC2CNC(=O)C(=O)NCc2ccco2)ccc1F (stereo not drawn)
7) O=C(COc1nc2ccccc2nc1N1CCOCC1)NC1CCCCC1
8) COc1ccc2c3c(n(C)c2c1)[C@@H](CO)NCC31CCN(C(=O)Nc2ccc(F)cc2F)CC1
9) N/C(=N\OC(=O)Cc1ccccc1)c1cccc(Br)c1
10) COC(=O)c1c(NC(=O)C2CCCCC2)sc2c1CCN(C(C)C)C2

compound no.	1	2	3	4	5	6	7	8	9	10
ERp5 block	2	1	1	3	6	1	-8	2	0	7
SIRT5 block	-2	-4	-8	-3	-4	2	-2	1	0	-4
miR122 inh	1[16.7 µM]	-5	nt	4	-1	nt	-1	nt	nt	-4
F508del corr	nt	nt	0.3	-0.3	1.1	-2.7	1.0	-1.5	0.7	-3.1
DENV2 CPE	24*	nt	3	5	-1	nt	0	?	1	1
ERAP1 inh	-5	1	-1	-1	-1	0	1	0	-2	8
Casp6 inh	5	-4	-1	-9	1	-1	-4	0	1	-1

11) CCN=C1S/C(=C\c2cn(CC)c3ccccc23)C(=O)N1CC
12) COC(=O)c1ccc(CN2CC(=O)N3[C@H](CO)[C@@H](c4ccc(Br)cc4)[C@H]3C2)cc1
13) O=C(O)CCCCCNC(=O)C(=O)C1C(=O)Nc2ccccc21 (stereo not drawn)
14) O=C(CCCNC(=O)c1ccc(Cl)cc1)OCc1cccc(Br)c1
15) COc1cccc([C@@H](NC(=O)C(F)(F)F)[C@@H]2CCCC=C2c2ccccc2)c1
16) O=C(C(=O)N1CCN(C(=O)c2cc(C(F)(F)F)cc(C(F)(F)F)c2)CC1)c1cccc(C(F)(F)F)c1
17) CC(NC(=O)COC(=O)C12CC3CC(CC(Br)(C3)C1)C2)c1ccccc1 (stereo not drawn)
18) CCCN(C)C[C@@H]1Oc2cc(C#Cc3ccc(F)cc3)ccc2S(=O)(=O)N([C@@H](C)CO)C[C@@H]1C
19) Cc1cc(NC(=O)CSc2ncc(C(=O)O)n2-c2ccc(F)cc2)no1
20) COc1ccc(NC(=O)Nc2cccc3c2O[C@@H](CN(C)Cc2ccncc2)[C@@H](C)CN([C@@H](C)CO)C3=O)cc1

compound no.	11	12	13	14	15	16	17	18	19	20
ERp5 block	4	2	-1	-2	4	5	13	-3	1	10
SIRT5 block	0	-6	-3	-10	2	nt	nt	9	0	1
miR122 inh	nt	nt	3	-1	nt	nt	nt	3[16.7 µM]	-9	0[16.7 µM]
F508del corr	1.5	0.9	0.1	3.4	-1.3	-3.6	-1.6	4.9	1.9	-0.6
DENV2 CPE	3	-3	-7	-10	3	-4	-6	-1	10	-3
ERAP1 inh	2	1	4	0	4	4	0	-3	2	-2
Casp6 inh	2	4	11	9	-4	-1	0	2	10	4

21) Cc1ccc(S(=O)(=O)N2CCN(C(=O)c3ccc(S(=O)(=O)N4CCCC4)cc3)CC2)cc1
22) COCC(=O)Nc1ccc2c(c1)OC[C@@H](C)N(Cc1ccccc1F)C[C@H](C)[C@@H](OC)CN(C)C2=O
23) CCOC(=O)Cn1c(C)[n+](C)c2cc(Cl)c(Cl)cc21
24) CN(C)c1cccc(CNC(=O)c2csc([C@H]3C[C@H](O)[C@@H](CO)O3)n2)c1
25) CC(=O)OC[C@@H]1CN(Cc2ccccc2)C[C@H](n2cnc3c(NC4CCC4)ncnc32)O1
26) Brc1ccc(N=NNc2ccccc2)cc1
27) Cc1c(C(=O)O)sc2nc(SCC(=O)Nc3ccc(S(=O)(=O)NCCCC(=O)O)cc3)[nH]c(=O)c12
28) COc1ccccc1NS(=O)(=O)c1cc(C(=O)NCc2ccncc2)ccc1C
29) COC(=O)CSc1nc(N2CCOCC2)c2c(c1C#N)CCCC2
30) CC1CN(C(=O)COC(=O)c2ccc(Cl)c(N)c2)CC(C)O1 (stereo not drawn)

compound no.	21	22	23	24	25	26	27	28	29	30
ERp5 block	-1	nt	-5	2	-8	5	3	-2	1	0
SIRT5 block	-6	-2	1	nt	-6	1	5	0	-2	0
miR122 inh	17	nt	nt	-4	-32	8	nt	4	nt	0
F508del corr	nt	-0.8	-1.0	0.8	1.0	-0.7	nt	0.8	-0.6	-1.2
DENV2 CPE	16	-9	?	3	1	-2	-4	1	-4	?
ERAP1 inh	0	3	7	1	1	nt	-8	2	0	1
Casp6 inh	25	1	1	3	2	-1	0	4	-1	3

31) COc1cccc2c1O/C(=N\O)C(C(=O)Nc1cccc(C)c1C)C2 (stereo not drawn)
32) O=C1c2ccccc2C(=O)C1(CO)c1ccccc1
33) COc1ccc(NC(C)(C)c2nnnn2-c2c(C)cccc2C)cc1
34) CN(C)C(=O)c1c([N+](=O)[O-])c(C(C)(C)C)nn1C
35) COc1ccccc1C(=O)COC(=O)Cc1ccccc1F
36) COc1ccc(NC(=O)N2CCCCN3[C@H](CO)[C@@H](c4ccc(-c5ccccc5F)cc4)[C@H]3C2)cc1
37) O=C(c1ccc(C(F)(F)F)cc1)C1CCCN(C(=O)CCn2cncn2)C1 (stereo not drawn)
38) O=S(=O)(c1ccc(F)cc1)N1CCCCN2[C@H](C1)[C@H](c1ccc(C#CC3CCCC3)cc1)[C@@H]2CO
39) CCc1ccc(-c2nc(CS(=O)CC(=O)NCc3ccccc3)c(C)o2)cc1 (stereo not drawn)
40) COc1ccc(NC(=O)N(C)C[C@@H]2Oc3ncc(-c4cccnc4)cc3C(=O)N([C@@H](C)CO)C[C@@H]2C)cc1

compound no.	31	32	33	34	35	36	37	38	39	40
ERp5 block	-2	0	2	0	3	-3	1	-1	6	-9
SIRT5 block	-3	-7	-1	-1	nt	-2	-3	18*	-1	3
miR122 inh	nt	2	nt	-5	-1	-8[16.7 µM]	-8	-26[16.7 µM]	4	13[16.7 µM]
F508del corr	0.3	-1.3	0.6	nt	0.0	-4.6	-1.1	-8.9	-0.7	1.2
DENV2 CPE	5	11	2	15	0	-24	3	-1	0	-2
ERAP1 inh	-1	0	10	4	2	-1	-1	3	1	0
Casp6 inh	-1	38*	-3	-5	1	-3	4	0	6	2

41) CCCC(=O)Nc1ccc2c(c1)C(=O)N(C)[C@H]1CC[C@H](CC(=O)NCCc3ccncc3)O[C@@H]1CO2
42) Cc1cccc(-n2c(C)cc(/C=N\NC(=O)c3cccs3)c2C)c1
43) CCCNC(=O)N1CC2(C1)[C@H](c1ccccc1)[C@H](CO)N2C(=O)c1ccncc1
44) CCN(CC(=O)NC1CCS(=O)(=O)C1)Cc1nc2c(Br)cc(Br)cc2c(=O)[nH]1 (stereo not drawn)
45) COc1cccc(/C=N/NC(=O)c2ccoc2C)c1O
46) O=C(CSCc1ccc(C(=O)O)cc1)Nc1ccccc1
47) Cn1cc(S(=O)(=O)N2CCOCC2)cc1C(=O)Nc1ccc(Cl)cc1
48) C[C@H](CO)N1C[C@H](C)[C@H](CN(C)S(=O)(=O)c2cn(C)cn2)Oc2ncc(C#CC(C)(C)O)cc2C1=O
49) O=C(Nc1cccc(-n2cccn2)c1)C1CCCN(Cc2cccc(F)c2F)C1 (stereo not drawn)
50) O=C(N[C@@H]1CC[C@H](CCn2cc(C3(O)CCCC3)nn2)O[C@H]1CO)C1CCC1

compound no.	41	42	43	44	45	46	47	48	49	50
ERp5 block	0	3	-2	0	-1	3	-5	-5	1	-3
SIRT5 block	-5	-1	-4	-8	0	3	-5	nt	-1	0
miR122 inh	2[16.7 µM]	2	nt	nt	10	nt	1	-1[16.7 µM]	-1	nt
F508del corr	1.3	7.0	0.3	-0.4	1.9	-0.8	1.3	4.1	-1.1	-0.6
DENV2 CPE	-1	11	9	nt	3	-3	-7	3	?	-1
ERAP1 inh	0	-1	1	3	-5	-3	2	6	-5	2
Casp6 inh	1	0	-2	3	-1	4	-1	-2	0	2

Limited to DENV2 CPE, F508del corr and Casp6 inh, for some of the entries so far:
nr	mol	DENV2 CPE	F508del corr	Casp6 inh
46	O=C(CSCc1ccc(C(=O)O)cc1)Nc1ccccc1	-3	-0.8	4
47	Cn1cc(S(=O)(=O)N2CCOCC2)cc1C(=O)Nc1ccc(Cl)cc1	-7	1.3	-1
48	C[C@H](CO)N1C[C@H](C)[C@H](CN(C)S(=O)(=O)c2cn(C)cn2)Oc2ncc(C#CC(C)(C)O)cc2C1=O	3	4.1	-2
49	O=C(Nc1cccc(-n2cccn2)c1)C1CCCN(Cc2cccc(F)c2F)C1 (stereo not drawn)	?	-1.1	0
50	O=C(N[C@@H]1CC[C@H](CCn2cc(C3(O)CCCC3)nn2)O[C@H]1CO)C1CCC1	-1	-0.6	2

The list goes on.
51) CCCCc1cc2c(cn1)=C(OC(=O)c1cnc3ccccc3n1)C(C)(OC(=O)CC)C(=O)C=2 (stereo not drawn)
52) O=C(CS(=O)(=O)c1c[nH]c2ccccc12)Nc1ccc2c(c1)OCCO2
53) NCCCNCCCCNCCCN
54) CC(=O)Nc1cccc(-c2ccnc3c2CC(C)(C(=O)NCc2cccs2)O3)c1 (stereo not drawn)
55) N#Cc1ccccc1NC(=O)CSc1cn[nH]n1
56) CC1(c2nnnn2-c2ccc3c(c2)OCCO3)CCC(=O)N1CCOc1ccccc1 (stereo not drawn)
57) CCN(CC(=O)Nc1ccccc1OC)C(=O)COc1ccc(C#N)cc1
58) COc1ccccc1N1CCN(C(=O)CNC(=O)c2cn(-c3ccccc3OC)c(=O)c3ccccc23)CC1
59) O=C(COC(=O)c1n[nH]c(=O)c2ccccc12)NCc1ccccc1
60) O=C(Nc1cccc(Cl)c1)c1cc(S(=O)(=O)NCCc2ccc(Cl)cc2)ccc1F

compound no.	51	52	53	54	55	56	57	58	59	60
ERp5 block	3	3	-2	1	3	5	-1	-2	5	2
SIRT5 block	1	0	nt	1	-6	nt	-2	-6	-3	-1
miR122 inh	nt	nt	-3	nt	nt	nt	5	1	-7	nt
F508del corr	-0.4	nt	2.0	9.9*	-0.6	0.9	1.4	-6.4	1.3	nt
DENV2 CPE	4	nt	?	2	2	-2	-1	-7	-6	-6
ERAP1 inh	-4	-1	5	1	0	6	4	5	2	0
Casp6 inh	13	-2	-250	2	-3	0	1	-2	-2	-2

61) O=C(CN1C(=O)c2ccccc2C1=O)OCC(=O)c1ccccc1
62) O=C(NCc1cn(-c2ccccc2)nc1-c1ccccc1)c1cccc([N+](=O)[O-])c1
63) O=C(C[C@@H]1C[C@@H]2c3cc(NC(=O)NC4CCCC4)ccc3O[C@@H]2[C@H](CO)O1)NCc1cccc(F)c1
64) COc1ccc(NC(=O)C2=CC(c3ccco3)=NS(=O)(=O)N2C)cc1OC
65) COc1ccc(C(=O)CSc2ccccc2C(=O)O)cc1
66) CCn1nnnc1SCC(=O)N1CCCCC1
67) COc1ccc(C(N)c2csc(Nc3ccc(S(C)(=O)=O)cc3)n2)cc1 (stereo not drawn)
68) CCOC(=O)C1CCCN(C(=O)c2ccccc2SCCOC)C1 (stereo not drawn)

compound no.	61	62	63	64	65	66	67	68
ERp5 block	-1	1	7	5	2	-2	3	3
SIRT5 block	-1	-3	2	3	0	-7	nt	-1
miR122 inh	-9	82	1[16.7 µM]	-2	nt	0	1	nt
F508del corr	3.3	4.3	-1.9	3.2	4.8	0.9	-1.4	nt
DENV2 CPE	-3	-8	7	10	-5	-1	-2	nt
ERAP1 inh	-2	0	0	3	-16	-1	-5	-2
Casp6 inh	6	-2	1	2	1	-2	0	2
